SDO1 yeast rescue: sdo1-depleted yeast growth rescue; z-score at 10 µM; 140,000 tested, 0.21% active; S. cerevisiae sdo1-depleted JHY4D growth rescue, OD600 30 h; active compounds read high; pdr5 snq2 efflux-pump mutant strain; AID 817;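 active = z-score above 3 at both the 24 hr and the 30 hr optical density reads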;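 also: z-score against mean and SD of all compound wells on the same plate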
Insulin prom inh: TRM-6 insulin promoter activity inhibition; TRM-6 cells (human fetal islet line), insulin promoter-eGFP reporter, imaging; reporter expression induced with tamoxifen; inhibition, % at 2 µM; 130,000 tested, 0.9% active;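 active = inhibition above the mean plus 3 SD, with well images judged a real hit on visual review, cut at about 60% in these data, passing the limit was not always enough; inconclusive = inhibition over the cutoff but images rejected on review; inactive = inhibition not above the cutoff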
SDO1 yeast rescue Rescue 24 h: also measured in SDO1 yeast rescue; calls as there; z-score; S. cerevisiae sdo1-depleted JHY4D growth rescue, OD600; measured here: growth rescue at 24 h;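 0 is the plate mean of compound wells and units are plate SD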
* hit, by the source's call; u = inconclusive; x = no result given. These rows are one share of the data (hit frequency here may not be typical).

SMILES | SDO1 yeast rescue | SDO1 yeast rescue Rescue 24 h | Insulin prom inh
COc1ccc(C2=CC(c3ccc(Cl)cc3)n3cnnc3N2)cc1OC (stereo not given) | -0.37 | 0.42 | -43.5
Cc1cc(=O)oc2ccc(OC(=O)c3cccc(S(=O)(=O)N4CCOCC4)c3)cc12 | -0.69 | -1.06 | -317.6
O=C(O)C1=C(C(=O)Nc2ccc(F)c(Cl)c2)CCCC1 | -0.63 | -0.32 | x
c1csc(-c2cnc3n2CCCC3)c1 | x | x | -92.3
Cc1ccc(-c2onc3ccc(C4OCCO4)cc23)cc1 | x | x | 40.7
O=C(CSc1nc(Cc2ccccc2)nc2ccccc12)c1ccc2c(c1)OCCO2 | -1.04 | -0.45 | x
CC(C)(C)C(=O)C[n+]1cccc(C(N)=O)c1 | x | x | 33.3
COc1ccc(NC(=O)CN(C)S(=O)(=O)c2ccccc2)cc1OC | 1.89 | 1.78 | -95.2
Cc1ccccc1Cn1cnc2c(nnn2Cc2ccc(F)cc2)c1=O | 0.94 | 2.23 | x
CCn1c(SCC(=O)Nc2nccs2)nnc1-c1ccc(S(=O)(=O)N2CCCCC2)cc1 | 2.08 | 2.47 | -27.8
C=CCN1C(=O)c2ccccc2Sc2ccc(C(=O)N3CCN(C)CC3)cc21 | 0.3 | 0.29 | x
CN(C)c1ccc(N2CC(C)(C)C2=O)cc1 | x | x | -15.0
NC(CCC(=O)O)C12CC3CC(CC(C3)C1)C2 (stereo not given) | x | x | 19.1
O=C1N=c2ccccc2=C1c1[nH]c(=S)[nH]c1O | 0.43 | -0.26 | x
Cc1ccc(S(=O)(=O)N2CCCC2C(=O)Nc2ccc(O)cc2)cc1 (stereo not given) | -0.44 | -0.83 | x
Cc1csc(NC(=O)C(Cc2ccccc2)n2cccc2)n1 (stereo not given) | -0.31 | -0.86 | x
CCN(C(=S)NC(=O)CCc1ccccc1)c1ccccc1 | -0.17 | -0.18 | 14.3
CCn1c(C(=O)NCc2ccccn2)cc2sccc21 | 0.34 | 0.23 | x
CCc1ccc(NC(=S)N(CCN2CCCCC2)Cc2ccco2)cc1 | 0.98 | 1.08 | 9.4
O=C(O)/C=C/C(=O)N1CCN(c2cccc(Cl)c2)CC1 | x | x | 11.1
CC(C(=O)O)c1n[nH]c(=O)c2ccccc12 (stereo not given) | 0.88 | 0.49 | x
CCOC(=O)c1c(N=CN(C)C)c(C#N)c2n1CCCC2 | 1.16 | 0.49 | 56.2
COc1ccc2c(c1)C(NC(C)=O)C(=O)N2C (stereo not given) | 1.78 | 1.89 | -34.4
COc1ccc(CN(C(=S)Nc2ccccc2)C2CC(=O)N(c3ccc(F)cc3)C2=O)cc1 (stereo not given) | -0.1 | -0.08 | 0.0
O=C(c1ccc([N+](=O)[O-])cc1)N(Cc1ccc(Cl)cc1)N1C(=O)CCCC1=O | -0.29 | -0.14 | -16.7
CCOc1ccc(NC(=O)c2cccc3c2C(=O)N(Cc2cccnc2)C3)cc1 | -0.69 | -1.35 | -18.5
Cc1ccc(OCC(=O)N/N=C/c2ccco2)cc1 | 0.76 | 0.5 | -32.3
O=C(CSc1ccccn1)C12CC3CC(CC(C3)C1)C2 | x | x | -5.9
COc1cccc2cc(-c3nc4ccccc4o3)c(=O)oc12 | x | x | 23.1
COc1ccc(CN(C(=O)CSc2nnc(-c3c[nH]c4ccccc34)o2)c2ccc(F)cc2)cc1OC | -0.68 | -0.56 | -53.9
CN(C1CCCCC1)S(=O)(=O)c1ccc(NC(=O)CCC(=O)O)cc1 | -0.1 | -0.36 | 69.0
O=C(c1c(F)cccc1F)N(Cc1ccccn1)C1CCCC1 | 0.03 | 0.09 | -32.1
CC(N)C12CC3CC(CC(C3)C1)C2 (stereo not given) | x | x | -13.3
CCCCc1nnc(NC(=O)C2CCCO2)s1 (stereo not given) | 0.55 | 0.38 | u
CCn1c(SCC(=O)Nc2cc(C)on2)nc2c(c1=O)SC(C)C2 (stereo not given) | 0.28 | 0.42 | 50.0
Cc1nnc(Oc2ccccc2F)c2ccccc12 | -0.37 | -0.08 | x
O=C(Nc1ccc2c(c1)OCCO2)c1cccc(S(=O)(=O)N2CCCCC2)c1 | -0.78 | -0.77 | -29.6
O=C1c2ccccc2-c2ncnc3c(N4CCOCC4)cc(N4CCOCC4)c1c23 | 1.5 | 2 | x
CC(=O)OC1COC(n2ccc3ccccc32)C(OC(C)=O)C1OC(C)=O (stereo not given) | 0.89 | 0.89 | 25.8
Cc1cccc(-c2nc3ccccc3c(=O)n2NC(=O)c2cccnc2Cl)c1 | -0.22 | -0.34 | 30.6
CN1/C(=C\C(=O)c2cccnc2Cl)C(C)(C)c2ccccc21 | -0.27 | -0.58 | 12.0
Cc1ccc(NC(=O)/C(=C/c2ccco2)c2ccccc2)c(C)c1 | -0.86 | -0.59 | -4.2
Cc1cc(NC(=O)NC2CC(=O)N(c3ccc4c(c3)OCCO4)C2)no1 (stereo not given) | x | x | 33.3
COc1ccc2[nH]c3c(=S)nc[nH]c3c2c1 | x | x | 35.0
CC(C)n1c(SCC(=O)Nc2nc3c(s2)CCCC3)nc2c1c(=O)n(C)c(=O)n2C | -0.34 | -0.71 | 11.1
CCn1c(SCC(=O)N2CC(=O)Nc3ccccc32)nnc1-c1ccoc1C | 0.07 | -0.12 | 17.1
Cc1cc(C)nc(SCc2ccc(C(=O)N/N=C3\CCCC(=O)C3)cc2)n1 | x | x | -11.1
Nc1nc2nccc(-c3cccnc3)n2n1 | x | x | 21.4
Cc1c(NC(=O)c2ccccc2)c(=O)n(-c2ccccc2)n1C | 0.31 | 0.81 | x
S=c1[nH]nc(Cc2cccs2)n1-c1cccc2ccccc12 | -0.71 | -0.14 | -70.0
(further entries)
SMILES | SDO1 yeast rescue | SDO1 yeast rescue Rescue 24 h | Insulin prom inh
CC(C)(C)C(=O)NC(NC(=S)Nc1ccc(S(N)(=O)=O)cc1)C(Cl)(Cl)Cl (stereo not given) | 1.21 | 0.88 | x
CN(C)C(=O)N1CCC(C(=O)NCc2cccs2)CC1 | 0.35 | -0.64 | x
CC(C)(Oc1ccc(Cl)cc1)C(=O)N1CCN(c2ccccn2)CC1 | -2.3 | -1.37 | 2.6
Cc1cc(C)c(C#N)c(SCc2nnc(-c3ccccc3)o2)n1 | -0.52 | -0.21 | 34.5
CCC1(C)Cc2c(sc3[nH]c(=S)n(Cc4ccccc4)c(=O)c23)CO1 (stereo not given) | -0.48 | -0.72 | 19.4
CCOc1ccc(N2C(=O)CC(NCCc3ccncc3)C2=O)cc1 (stereo not given) | 0.16 | -0.27 | -27.6
CCn1c(SCC(=O)NC2CCCC2)nnc1-c1c[nH]c2ccccc12 | 0.7 | 0.3 | x
CC(=O)c1cccc(S(=O)(=O)NC2CCCCCC2)c1 | -0.02 | -0.56 | 47.2
COC(=O)Cc1[nH]nc2c1C1(C(=O)N(Cc3ccc(Cl)cc3)c3ccccc31)C(C#N)=C(N)O2 (stereo not given) | 0.8 | 1.31 | -6.9
CCN(C(=O)COC(=O)c1ccccc1SCC(=O)NC1CCCCCCC1)C1CCS(=O)(=O)C1 (stereo not given) | 1.3 | 0.44 | -16.7
Cc1ccc(CC(NC(=O)c2ccccc2)C(=O)N2CCCC2C(=O)O)cc1 (stereo not given) | 0.86 | 0.4 | 20.0
COc1ccc(C2OC(=O)CC2C(=O)NC(C)C)cc1 (stereo not given) | 0.79 | 0.94 | x
O=C(NCc1ccccc1Cl)c1ccc2nc[nH]c2c1 | 0.8 | -0.1 | -20.0
COc1ccccc1-c1c(C)nn2c(N3CCC(C(N)=O)CC3)cc(C)nc12 | 1.08 | 0.97 | x
CC(C)Nc1nc(NC(C)C)nc(N(C)C(N)=O)n1 | 0.34 | 0.21 | 72.7*
CCCc1n[nH]c2c1C(=O)CC(C)(C)C2 | -0.37 | -1.37 | 43.5
COc1ccc(C2=NC(c3ccccc3)CO2)cc1 (stereo not given) | -0.2 | -0.71 | 15.0
Cc1ccc(N(CC(=O)Nc2ccccc2C(=O)N2CCOCC2)S(C)(=O)=O)cc1 | 1.08 | 1.14 | -18.8
CCOC(=O)c1c(-c2ccc(F)cc2)csc1NC(=O)CN1C(=O)NC2(CCCCC2C)C1=O (stereo not given) | -0.66 | -0.15 | -33.3
CS(=O)(=O)N1CCCC(C(=O)NCCN2CCC(Cc3ccccc3)CC2)C1 (stereo not given) | 0.99 | 1.53 | x
CCNC(=S)NNc1nncc2ccccc12 | x | x | 0.0
CCOc1ccc(NC(=S)N2CCCN(Cc3cccc(Cl)c3)C2)cc1 | x | x | 10.0
Cc1cccc(N=C2NN=C(c3ccccc3F)CS2)c1C | x | x | -7.1
CCOc1ccccc1CNC(=O)c1cc2oc3ccccc3c2n1CC | -0.07 | 0.87 | x
O=C1CCC([N+](=O)[O-])C(c2ccc(Cl)cc2)N1 (stereo not given) | 1.33 | 1.42 | -34.3
COc1cc(/C=C2\SC(=S)N(CC(=O)NC3=NCCS3)C2=O)cc(OC)c1OC | x | x | 0.0
Cc1ccc(CNC(=O)CSCc2ccc(F)cc2)cc1 | x | x | 28.6
CCC(=O)NC(=S)Nc1cccc(-c2nc3ncccc3o2)c1 | 0.67 | 0.76 | -8.3
COc1ccc(NC(=O)N2CCCC(c3nc(-c4ccc(C(C)C)cc4)no3)C2)cc1 (stereo not given) | -1.92 | -1.03 | x
CCOC(=O)C(NC(=O)Cc1ccccc1)(Nc1cc(C)on1)C(F)(F)F (stereo not given) | -0.92 | -0.56 | -62.5
COc1ccc(N2C(=S)N(C(=O)c3ccccc3)C(=Nc3ccccc3)C2=Nc2ccccc2)cc1 | x | x | -187.5
COc1ccc2c(c1OC)C(=O)N(c1ccc3c(c1)CCC3)C2=O | 0.33 | 1.29 | 31.2
CC(=O)N1N=C(c2ccco2)CC1c1cccs1 (stereo not given) | 0.58 | 0.45 | 10.7
CCCCC(=O)Nc1nnnn1CCC | 0.05 | -0.48 | 53.9
CCOC(=O)c1c(NC(=O)c2c(-c3ccccc3)noc2C)sc(C)c1-c1ccccc1 | 0.32 | 0.11 | 69.5
O=C(NCC1CCCO1)c1ccc(COc2ccc(Br)cc2)cc1 (stereo not given) | -1.12 | -0.71 | -83.3
O=C(CC1CCCCC1)NCc1ccccn1 | -0.08 | -0.91 | 11.8
c1cncc(C2OCC3(CO2)COC(c2cccnc2)OC3)c1 (stereo not given) | x | x | 52.9
CCOC(=O)C(C)Sc1nc(=O)n2cc(C)ccc2n1 (stereo not given) | x | x | 7.7
CCn1c(SCC(=O)Nc2ccc(C(C)=O)cc2)nc2nc3c(cc2c1=O)CCCC3 | -1.3 | 0.35 | x
Cc1occc1C(=O)NCc1ccccc1F | 0.63 | 0.63 | -23.1
CC(C)(C)C(=O)N1CCc2cc(-c3csc(N)n3)ccc21 | -0.09 | 0.13 | -25.0
CCOC(=O)N1CCc2c(sc(NC(=O)c3ccc(S(=O)(=O)N4CCCC4)cc3)c2C#N)C1 | 0.08 | 1.2 | x
CC1=C(C(=O)Nc2ccccc2)C(c2ccco2)C(C#N)=C(SCC(N)=O)N1 (stereo not given) | -0.79 | -1.17 | x
Cc1nc2c(C)cccn2c1/C(O)=C1\C(=O)C(=O)N(CCN2CCOCC2)C1c1ccncc1 (stereo not given) | 0.66 | 0.38 | -3.0
Cc1ccc2nc3c(cc(C(=O)NCc4ccco4)c(=N)n3Cc3ccco3)c(=O)n2c1 | x | x | 12.2
CCOC(=O)c1[nH]c(C)c(C(=O)NC(C)(C)C)c1C | 0.94 | 0.25 | -7.1
CCOc1ccc2[nH]c(=O)c(CN(CCO)C(c3nnnn3C3CCCCC3)C(C)C)cc2c1 (stereo not given) | -0.09 | -0.01 | 19.2
CC(C)NC(=O)c1cc(-c2cccs2)on1 | 0.65 | 0.56 | -66.7
Cc1cc(C(=O)N/N=C2\CCCc3ccccc32)c(C)o1 | 0.73 | -0.08 | x
N#CC(C#N)=Cc1ccc(OC(=O)c2ccccn2)cc1 | 1.53 | 1.65 | x
Cn1c(CC(=O)Nc2ccc(Cl)c(Cl)c2)nnc1SCC(=O)N1CCN(c2ccccc2)CC1 | 0.5 | 0.17 | -61.8
COc1ccc(NS(=O)(=O)c2ccc(Oc3ncccn3)cc2)cc1 | 0.72 | 1.35 | x

Structural class: the compounds so far with an NH in an aromatic ring.
SMILES | SDO1 yeast rescue | SDO1 yeast rescue Rescue 24 h | Insulin prom inh
O=C1N=c2ccccc2=C1c1[nH]c(=S)[nH]c1O | 0.43 | -0.26 | x
CC(C(=O)O)c1n[nH]c(=O)c2ccccc12 (stereo not given) | 0.88 | 0.49 | x
COc1ccc(CN(C(=O)CSc2nnc(-c3c[nH]c4ccccc34)o2)c2ccc(F)cc2)cc1OC | -0.68 | -0.56 | -53.9
COc1ccc2[nH]c3c(=S)nc[nH]c3c2c1 | x | x | 35.0
S=c1[nH]nc(Cc2cccs2)n1-c1cccc2ccccc12 | -0.71 | -0.14 | -70.0
CCC1(C)Cc2c(sc3[nH]c(=S)n(Cc4ccccc4)c(=O)c23)CO1 (stereo not given) | -0.48 | -0.72 | 19.4
CCn1c(SCC(=O)NC2CCCC2)nnc1-c1c[nH]c2ccccc12 | 0.7 | 0.3 | x
COC(=O)Cc1[nH]nc2c1C1(C(=O)N(Cc3ccc(Cl)cc3)c3ccccc31)C(C#N)=C(N)O2 (stereo not given) | 0.8 | 1.31 | -6.9
O=C(NCc1ccccc1Cl)c1ccc2nc[nH]c2c1 | 0.8 | -0.1 | -20.0
CCCc1n[nH]c2c1C(=O)CC(C)(C)C2 | -0.37 | -1.37 | 43.5
CCOC(=O)c1[nH]c(C)c(C(=O)NC(C)(C)C)c1C | 0.94 | 0.25 | -7.1
CCOc1ccc2[nH]c(=O)c(CN(CCO)C(c3nnnn3C3CCCCC3)C(C)C)cc2c1 (stereo not given) | -0.09 | -0.01 | 19.2

Compound activity from PubChem BioAssay.
